Source: PubChem
PKM2 activator – increases activity of human pyruvate kinase M2; P14618; purified PKM2, Kinase-Glo ATP luminescence, activation; response scale: 0% is enzyme alone, no compound; Potency, µM (highest dose often 57.5 µM), without a hit: at the top dose activation, most hits filed as activators; 0.34% of 260,000 active; also: potency is read from the fitted curve at half-maximal effect; % is scaled to controls: 0 for no effect and ±100 for the full control effect; nearly all actives have a fitted effect of over 55% in size
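Purified hPK-M2 (>95% pure) converted ADP (0.1 mM final) to ATP with 0.5 mM PEP in 50 mM imidazole pH7.2, KCl, MgCl2, Tween 20, BSA; 1 h at room temperature. ATP detected by Kinase-Glo luminescence.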
BCR signal inh – inhibitors of chronic active B-cell receptor signaling; Potency, µM (doses to about 46.1 µM), for inactives: top-dose ratio change, negative = lower green/red ratio, actives largely listed as inhibitors; ABC-DLBCL IkBa-CBG/CBR reporter, luminescence ratio, 4 h; 0.05% of 340,000 active; AID 493014; active = well fitted inhibition curve with a large enough effect in the signal ratio, with a control signal flat, not every such curve was filed as active; inconclusive = small, poorly fitted or top-dose-only effect, or effect the other way, or a change in a side signal; the % refers to the signal ratio;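 also: potency is read from the fitted curve at half-maximal effect; plate controls were basal doxycycline-induced cells for no effect and cells given 10 µM MG132 for full effect; MG132 reads +100%, hits lower the ratio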
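Compounds up to 46 uM were incubated four hours with TMD8 cells whose green CBG68 luciferase is fused to IkappaBalpha; red CBR luminescence normalised the signal, and concentration-effect curves were fitted to fusion, red and ratio data.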
Mito fusion act – inhibitors of mitochondrial division or activators of mitochondrial fusion; S. cerevisiae fusion-defective mutant growth rescue, CellTiterGlo 48 h; Potency, µM (titrated, usually from 46.1 µM), for the others: top-dose growth rescue (activation), usual class: activators; 0.23% of 320,000 active;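 also: potency is read from the fitted curve at half-maximal effect; % of control where 0% means no effect; nearly all actives have a fitted effect of over 45% in size; temperature-sensitive fusion mutants such as fzo1-1 at 37 °C on non-fermentable ethanol glycerol medium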
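Luminescent cell viability in 1536-well qHTS format served as the measure of rescued growth in ts fusion-mutant S. cerevisiae cultured on non-fermentable YPEG for 48 hours at 37C.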
hERG WT inh – KCNH2 (human, wildtype) channel inhibition. Q12809. U2OS, BacMam KCNH2, thallium flux FluxOr; stronger effect = lower value. activity change, % at 1.84 µM. 0.37% of 340,000 active. AID 720551;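 active = maximum activity change below -70%; inconclusive = maximum activity change between -70% and -50%; inactive = maximum activity change above -50%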; also: % is scaled to controls: 0 for no effect and ±100 for the full control effect
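U2OS cells were transduced with wild-type KCNH2 virus (2.03 x 10^8 / mL) for 4 h at room temperature, then cultured overnight at 37 C. Thallium flux was read with FluxOr dye. Rate constants were normalized to DMSO controls.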
ASM inhibitor – blocks human secretory acid sphingomyelinase. P17405. placental ASM, HMU-PC fluorogenic substrate, 60 min. Potency, µM (titrated, usually from 57.5 µM), for inactives: top-dose activity change, negative = inhibition, usual class: inhibitors. 0.006% of 340,000 active. AID 504937; also: potency is read from the fitted curve at half-maximal effect
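Fluorogenic HMU-PC substrate (9 uM final) is turned over by placental ASM in 60 min at 37 C after a 10 min compound preincubation. Reaction ended by alkaline stop (pH 10), with fluorescence read at 386/447 nm.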
Eya2 inh – Eya2 (human) phosphatase inhibition | 0.006% of 330,000 active | AID 488837 | recombinant Eya2, OMFP fluorescence dephosphorylation (OMFP is methylfluorescein phosphate) | O00167 | Potency, µM (titrated, usually from 76.9 µM), without a hit: at the top dose activity, negative = inhibition, usual class: inhibitors; also: potency is read from the fitted curve at half-maximal effect; % is scaled to controls: 0 for no effect and ±100 for the full control effect
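Eya2 (0.2 uM) preincubated 10 min at ambient with compound, then OMFP substrate added at 50 uM; 10 min reaction in 50 mM HEPES pH 7.5, 50 mM NaCl, 5 uM MgCl2, 0.05% BSA, 1 mM DTT. Fluorescence read at Ex 485/Em 525 nm.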
GALK inhibitor – inhibitors of human galactokinase; P51570; Purified GALK, Kinase-Glo residual ATP luminescence; Potency, µM (highest dose often 57.5 µM), for the others: top-dose activity change, negative = inhibition, actives largely listed as inhibitors; 0.007% of 270,000 active; AID 1868; also: potency is read from the fitted curve at half-maximal effect; % is scaled to controls: 0 for no effect and ±100 for the full control effect
Target sequence (P51570 whole entry, looked up): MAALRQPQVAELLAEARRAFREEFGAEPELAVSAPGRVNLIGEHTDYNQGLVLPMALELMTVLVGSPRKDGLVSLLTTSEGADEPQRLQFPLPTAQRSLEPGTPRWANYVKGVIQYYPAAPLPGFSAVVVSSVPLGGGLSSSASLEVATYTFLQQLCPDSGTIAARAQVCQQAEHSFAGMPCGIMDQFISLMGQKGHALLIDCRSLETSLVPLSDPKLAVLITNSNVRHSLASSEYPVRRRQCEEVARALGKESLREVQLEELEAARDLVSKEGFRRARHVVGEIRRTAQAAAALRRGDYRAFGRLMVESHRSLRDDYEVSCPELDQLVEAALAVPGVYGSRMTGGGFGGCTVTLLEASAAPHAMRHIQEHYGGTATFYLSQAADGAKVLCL
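Human GALK (5 nM) with 35 uM ATP and 100 uM galactose in 20 mM HEPES pH 8.0, 5 mM MgCl2, 60 mM NaCl, 1 mM DTT, 0.01% BSA. After 1 h at room temperature, leftover ATP was read by Kinase-Glo Plus luminescence.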
TSHR antagonist – blocks TSH signaling through the human TSH receptor; activity change, negative = inhibition, % at 11.5 µM; TSHR-expressing cells, TSH-stimulated cAMP HTRF, 2 h; stronger effect = lower value; 0.2% of 330,000 active; P16473; AID 504810;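 active = activity change below a set negative limit, meaning inhibition stronger than a set level, cut at about -70% in these data; inconclusive = activity change between two set negative limits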; also: % is scaled to controls: 0 for no effect and ±100 for the full control effect
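Antagonism was scored as loss of TSH-driven cAMP in TSHR cells, stimulated with 4nM TSH (EC80) for 2 hours at 37 deg C and detected by homogeneous HTRF competition immunoassay.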
MBNL1-CUG inh – inhibitors of human MBNL1 binding to CUG repeat RNA. 0.036% of 280,000 active. TR-FRET MBNL1-His/biotin-(CUG)12 binding, 665/545 ratio. Q9NR56. Potency, µM (doses to about 57.5 µM), without a hit: top-dose activity change, negative = inhibition, hits mostly inhibitors; active = well fitted inhibition curve with a large enough effect in the signal ratio, with a control signal flat, not every such curve was filed as active; inconclusive = small, poorly fitted or top-dose-only effect, or effect the other way, or a change in a side signal; inactive = no such curve, though single readings can be large or run the other way; the % refers to the signal ratio; also: potency is read from the fitted curve at half-maximal effect; % is scaled to controls: 0 for no effect and ±100 for the full control effect
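Ratiometric TR-FRET (665 over 545 nm, excitation 340 nm) tracks disruption of MBNL1-His/biotin-(CUG)12 complex after 60 min at room temperature, with compounds at 92 nM to 58 uM final.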
Menin-MLL TR inh – menin-MLL binding inhibition, Texas Red mutant peptide. O00255. Menin + Texas Red MLL mutant peptide, fluorescence polarization. Potency, µM (series often up to 61.6 µM), without a hit: at the top dose FP activity change, negative = inhibition, actives largely listed as inhibitors. 0.23% of 270,000 active; active = well fitted inhibition curve with a large enough effect in the polarisation, with a control signal flat, not every such curve was filed as active; inconclusive = small, poorly fitted or top-dose-only effect, or effect the other way, or a change in a side signal; inactive = no such curve, though single readings can be large or run the other way; the % refers to the polarisation; also: potency is read from the fitted curve at half-maximal effect; % of control where 0% means no effect; many of its hits are not listed in these tables
USP2a inh – USP2a (human) protease inhibition; O75604; USP2 core, Ub-CHOP2 coupled fluorogenic reporter, 485/531; Potency, µM (highest dose often 38.3 µM), without a hit: at the top dose activity change, negative = inhibition, hits mostly inhibitors; 0.01% of 330,000 active; AID 463254;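 also: potency is read from the fitted curve at half-maximal effect; plate controls were DMSO wells for no effect and full inhibition by NEM control for full effect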
Target sequence (O75604 whole entry, looked up): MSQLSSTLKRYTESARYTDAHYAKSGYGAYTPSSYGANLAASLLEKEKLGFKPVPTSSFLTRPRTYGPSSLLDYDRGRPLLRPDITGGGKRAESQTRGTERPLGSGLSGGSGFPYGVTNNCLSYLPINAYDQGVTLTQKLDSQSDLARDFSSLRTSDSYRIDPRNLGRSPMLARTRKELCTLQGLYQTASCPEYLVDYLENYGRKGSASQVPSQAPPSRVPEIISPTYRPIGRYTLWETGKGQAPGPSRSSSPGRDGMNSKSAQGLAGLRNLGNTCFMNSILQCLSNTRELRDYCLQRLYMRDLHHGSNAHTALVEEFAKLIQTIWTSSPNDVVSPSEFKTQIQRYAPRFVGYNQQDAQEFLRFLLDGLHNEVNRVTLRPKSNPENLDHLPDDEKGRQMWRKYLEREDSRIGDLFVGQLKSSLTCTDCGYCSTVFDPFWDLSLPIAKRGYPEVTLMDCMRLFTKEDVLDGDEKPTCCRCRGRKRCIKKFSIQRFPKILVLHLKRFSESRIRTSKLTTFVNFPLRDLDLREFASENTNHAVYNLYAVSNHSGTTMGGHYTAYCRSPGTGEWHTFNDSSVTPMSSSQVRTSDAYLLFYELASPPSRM
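USP2 core (10nM final) preincubated 30min RT with compound in 20mM Tris-HCl pH 8.0, 2mM CaCl2, 2mM beta-mercaptoethanol, 0.05% CHAPS; 25nM Ub-CHOP2 plus 25nM reporter substrate added, fluorescence (Ex485/Em531) read after 60min.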
Starred values were filed as active, the others as inactive; u = inconclusive; x = no result given; [ ] = another dose, or the depositor's remark. Unless noted, calls follow the shape of the dose curve; as a rule, active = well fitted curve in the direction sought with a large enough effect; inconclusive = small, poorly fitted or top-dose-only effect, or another doubt; inactive = no such curve, though single readings can be large; an effect the other way counts as inactive or inconclusive.

SMILES | PKM2 activator | BCR signal inh | Mito fusion act | hERG WT inh | ASM inhibitor | Eya2 inh | GALK inhibitor | TSHR antagonist | MBNL1-CUG inh | Menin-MLL TR inh | USP2a inh
Cc1ccc(C)c(CNc2ccc(S(=O)(=O)N3CCCCC3)cc2)c1 | x | 0% | 21% | -155* | -2% | 4% | x | u | x | x | 2%
C[C@H]1CN([C@@H](C)CO)C(=O)c2cccc(NS(=O)(=O)c3cn(C)cn3)c2O[C@H]1CN(C)S(C)(=O)=O | x | 1% | x | 8 | 6% | -20% | x | 17 | x | x | 3%
CCn1c(SCc2ccc(C#N)cc2)nnc1-c1ccc(S(=O)(=O)N2CCCCC2)cc1 | 1% | u | -1% | 31 | -1% | -7% | -3% | 28 | -10% | u | -6%
CCNC(=O)C1CN(S(=O)(=O)c2ccccc2)CCN1S(=O)(=O)c1ccccc1 (stereo not drawn) | 0% | 1% | -6% | -16 | 3% | 14% | 4% | -2 | -15% | -12% | -1%
Cc1oc(CSCCSCc2cc(C(=O)O)c(C)o2)cc1C(=O)O | 7% | u | 4% | -4 | 3% | 8% | 2% | 3 | -17% | -2% | -1%
Cc1cc(N2CCOCC2)ccc1/C=C1\NC(=O)N(CC(=O)Nc2ccccc2C)C1=O | -4% | u | -9% | -6 | 21% | u | -1% | 3 | 15% | x | -1%
CC(C)Cn1c(N2CCN(C(=O)c3cccs3)CC2)nc2ccccc21 | -2% | 0% | -1% | 0 | 4% | -1% | 3% | -5 | -1% | 2% | 0%
COC(=O)Cn1cc(C(=O)c2ccco2)c2ccccc21 | 0% | 3% | 2% | -7 | 1% | 19% | 3% | 6 | -8% | 4% | 2%
CCOC(=O)N1CCN(c2ccncc2S(=O)(=O)N2CCCCC2)CC1 | 4% | -3% | 0% | 2 | 0% | 8% | -3% | 8 | -19% | x | 0%
COc1cc(CNC(C)c2ccccc2)cc(Cl)c1OCC(=O)Nc1ccccc1 (stereo not drawn) | -3% | u | 23% | 12 | -4% | -5% | -3% | -3 | -7% | -23% | 0%
CC(C)CCN(CC(=O)NCc1ccc(F)cc1)S(=O)(=O)c1ccccc1F | x | 3% | 5% | 4 | 3% | 10% | x | -10 | -6% | u | 0%
O=C1CCCN1CCNC(=S)Nc1ccccc1 | 1% | 0% | -2% | -4 | 3% | 3% | 0% | 19 | -3% | 2% | 7%
O=C(Nc1cccc(NC(=O)c2ccc(F)cc2)c1)c1ccc(F)cc1 | 0% | -1% | 0% | -8 | 5% | 10% | -3% | -4 | 0% | u | 3%
CCC(=O)NC(c1ccccc1)c1c(O)ccc2ccccc12 (stereo not drawn) | x | -4% | 5% | 0 | 61%[activator] | 1% | 1% | -9 | 1% | 4% | 2%
O=C(CCc1ccccc1)NCC(=O)N/N=C/c1ccc(O)cc1O | -1% | u | 3% | 7 | 62%[activator] | 11% | 4% | 5 | 0% | x | -2%
O=C(CSc1nncc2ccccc12)Nc1cccc(O)c1 | u | u | 2% | -8 | -2% | 0% | 1% | 21 | 1% | -5% | 1%
CCC(Oc1ccccc1F)C(=O)NCCCn1ccnc1 (stereo not drawn) | 2% | -1% | 1% | 3 | 3% | 6% | 13% | 9 | -4% | -13% | 0%
Cc1cc(C)n(-c2nnc(NC34CC5CC(CC(C5)C3)C4)nn2)n1 | 4% | -15% | u | -9 | -6% | -11% | 1% | -3 | x | -7% | 1%
COc1ccc(C(=O)N2CCCC2)cc1S(=O)(=O)N1CCC(C)CC1 | -6% | -2% | -2% | 3 | 2% | 15%[15.4 µM] | 2% | -8 | -6% | -4% | 4%
Cc1oc(CC(C)C)cc1C(=O)Nc1ccc(C(=O)O)cc1 | 14% | u | 2% | -1 | -6% | 21% | 7% | -10 | -7% | -2% | -1%
Cn1c(=O)c2c(ncn2CC(=O)Nc2ccccc2)n(C)c1=O | 9% | -19% | -2% | 2 | 7% | 3% | -2% | 0 | 2% | x | -1%
CCN(C(=O)CSc1nc(C2CC2)n(-c2ccccc2)n1)C1CCS(=O)(=O)C1 (stereo not drawn) | x | 6% | -2% | 0 | -1% | -13% | x | 20 | x | x | 0%
NC(=O)C1Cc2ccccc2CN1C(=O)c1nn(Cc2ccccc2)c(=O)c2ccccc12 (stereo not drawn) | x | 0% | -4% | -7 | 0% | -14% | x | 12 | x | x | 1%
O=S(=O)(c1ccc(-c2csc(=Nc3ccccc3)n2CCCN2CCOCC2)cc1)N1CCOCC1 | 2% | 1% | -3% | 1 | 0% | 9% | -5% | -6 | 23% | u | 0%
C/C(=N\Nc1nccnc1Cl)c1ccc(O)c(C)c1 | -6% | -10% | -4% | -13 | -1% | 0% | 2% | -4 | 28% | -13% | -1%
COc1ccc(S(=O)(=O)N(CCCN2CCCC2=O)Cc2cc3c(C)cc(C)cc3[nH]c2=O)cc1 | 8% | -9% | -1% | 6 | 5% | -3% | 1% | 14 | 3% | 0% | -2%
COc1ccc(NC(=O)CN(c2ccc(C)cc2)S(=O)(=O)c2c(C)nn(C)c2C)cc1OC | 4% | 5% | 0% | -11 | 2% | 5% | 0% | -6 | -5% | 5% | -1%
O=C(Cc1ccsc1-c1ccccc1)NO | 0% | -1% | 4% | 1 | -11% | -30% | 1% | 5 | -4% | 5% | 3%
O=C(CN1C(=O)c2ccccc2S1(=O)=O)c1ccc2c(c1)OCCCO2 | 1% | u | -1% | 5 | 7% | 3% | -1% | -10 | 0% | x | 2%
Nc1c(Cl)ncnc1N/N=C/c1cccc(O)c1 | -2% | 0% | -4% | 18 | 4% | 9% | 0% | 4 | u | x | 3%
CC(C)Sc1nc2c(c(=O)n1-c1ccc(F)cc1)SCC2 | 0% | 9% | 17% | 3 | -1% | 1% | 1% | 1 | 8% | -28% | 2%
O=[N+]([O-])c1cccnc1Oc1ccc(F)cc1 | 3% | -5% | -1% | -1 | -1% | 11% | -2% | -3 | u | x | 9%
Cc1cccc(CCN2C(Nc3ccccc3)=NC[C@@H]2CC(C)C)c1 | x | u | -10% | 64 | 0% | -3% | x | 0 | x | x | 1%
O=C(COc1cc2oc(=O)cc(-c3ccccc3)c2cc1Cl)NC(Cc1c[nH]c2ccc(O)cc12)C(=O)O (stereo not drawn) | 0% | 0% | 5% | -2 | 9% | 8% | x | 1 | u | 1% | -1%
CCN(C(=O)Cn1c(=O)oc2cc(S(=O)(=O)N3CCOCC3)ccc21)c1ccccc1 | -1% | 0% | -1% | -9 | 7% | -5% | 0% | -1 | -7% | x | -3%
CCCCNS(=O)(=O)c1ccc2nc(SCC(=O)N3CC(C)OC(C)C3)[nH]c2c1 (stereo not drawn) | 8% | u | -3% | -5 | 3% | 12% | 2% | -8 | -18% | 2% | 6%
CC1C[C@@]2(NC(=O)NC2=O)C(C)CN1C (stereo partly drawn) | 2% | 5% | u | -7 | 4% | 7% | -1% | -5 | -2% | 0% | 1%
Cn1c([N+](=O)[O-])cnc1N1CCN(c2nncs2)C1=O | -15% | 3% | 3% | 7 | 3% | -12% | 2% | 9 | u | 9% | 5%
CC1=CCC(C(=O)O)C(C(=O)NC2CCCCC2)C1 (stereo not drawn) | 0% | u | -2% | 3 | -13% | -19% | -1% | 2 | 0% | 6% | 2%
Cc1ccc([C@H]2C(C(=O)O)=CC[C@@H](c3ccc(Cl)c(Cl)c3)N2S(=O)(=O)c2ccc(C)cc2)cc1 | x | u | x | 5 | 1% | -14% | x | -11 | x | x | -11%
CC(=C/c1ccco1)/C=N/NC(=O)Cc1cccn1C | 2% | 0% | -1% | -2 | -2% | 2% | -2% | 5 | 0% | 11% | 2%
Cc1cccc(-n2c(Cc3cc(=O)[nH]c(=O)[nH]3)nnc2SCC(=O)N2CCCCC2)c1 | 1% | 1% | -2% | 4 | 5% | -7% | 2% | -5 | -9% | 6%[11.7 µM] | 2%
Cc1ccc(N2CCN(C(=O)c3ccccc3NC(=O)c3ccccc3C(=O)O)CC2)cc1 | 0% | 0% | -13% | -72* | 2% | 0% | x | -2 | 1%[11.5 µM] | -9% | 1%

An excerpt; the hit share may differ from the screen's.
